Compound activity from PubChem BioAssay.
NPR1 activator: GC-A (human) enzyme activation; activation, % at 10 µM; AID 1671463; hit rate 0.14% among 370,000; HEK293 GC-A cells, cGMP TR-FRET, EC30 ANP; 0% at EC30 ANP, 100% saturating ANP; in the data active = activation above about 40%
mABHD4 FP: inhibits mouse alpha/beta hydrolase domain 4 | Q8VD66 | purified mABHD4, FP-Rh probe fluorescence polarization | inhibition, % at 8.92 µM | hit rate 0.54% among 370,000 | AID 720543;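 active = inhibition exceeding the mean over every tested compound plus 3 SD, cut at about 30% in these data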;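 note: 0% = plate median of compound wells and 100% = S159A mutant with DMSO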
Target sequence (Q8VD66 whole entry, looked up, the tested form may be a part): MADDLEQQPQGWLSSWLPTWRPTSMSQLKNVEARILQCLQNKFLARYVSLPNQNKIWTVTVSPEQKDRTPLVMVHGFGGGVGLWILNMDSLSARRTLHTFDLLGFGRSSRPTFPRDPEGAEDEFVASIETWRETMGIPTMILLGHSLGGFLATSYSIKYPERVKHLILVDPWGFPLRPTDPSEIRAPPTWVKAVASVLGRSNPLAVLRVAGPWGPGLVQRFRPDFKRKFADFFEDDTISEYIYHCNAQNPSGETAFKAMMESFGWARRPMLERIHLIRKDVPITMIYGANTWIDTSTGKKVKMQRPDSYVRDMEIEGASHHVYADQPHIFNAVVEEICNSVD
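assay system = mABHD4 protein | compound dosing = single nominal dose of 8.92 µM, 0.89% DMSO final | read-out basis = percent inhibition of probe binding, normalized to plate controls | schedule = Enzyme–compound pre-incubation 45 min, then probe 60 min, both 25 °C | detection = fluorescence polarization, excitation 525 nm, emission 598 nm, BODIPY TMR filters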
SIAE primary: inhibitors of human sialic acid acetylesterase SIAE. Q9HAT2. SIAE FP-Rh probe binding, fluorescence polarization. inhibition, % at 9.66 µM. hit rate 0.69% among 370,000;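 active = inhibition above a cutoff: mean of compounds within the control limits plus 3 SD of those, cut at about 17% in these data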;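 note: 0% = plate median of compound wells and 100% = probe without SIAE protein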
NPR2 activator: GC-B (human) receptor activation | P20594 | HEK293-GC-B cells, CNP EC30, cGMP TR-FRET; 0% at EC30 CNP, 100% saturating CNP | activation, % at 10 µM | hit rate 0.11% among 370,000 | AID 1920062;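 active = activation at 10 µM reaching about 35% in either raw or pattern-adjusted values, limit read from the data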
MBD2 inh: inhibitors of human MBD2 binding to methylated oligonucleotide; Q9UBB5; TR-FRET; inhibition, % at 4.4 µM; hit rate 0.31% among 370,000; AID 686964; in the data active = inhibition above about 13%
PRMT1 FP inh: PRMT1 (human) inhibition, primary screen. Q99873. recombinant PRMT1, activity-based probe fluorescence polarization. inhibition, % at 2.79 µM. hit rate 1.3% among 370,000. AID 652257;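 active = inhibition above about 21% made by adding two undisclosed values, limit read from the data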
Target sequence (Q99873 whole entry, looked up): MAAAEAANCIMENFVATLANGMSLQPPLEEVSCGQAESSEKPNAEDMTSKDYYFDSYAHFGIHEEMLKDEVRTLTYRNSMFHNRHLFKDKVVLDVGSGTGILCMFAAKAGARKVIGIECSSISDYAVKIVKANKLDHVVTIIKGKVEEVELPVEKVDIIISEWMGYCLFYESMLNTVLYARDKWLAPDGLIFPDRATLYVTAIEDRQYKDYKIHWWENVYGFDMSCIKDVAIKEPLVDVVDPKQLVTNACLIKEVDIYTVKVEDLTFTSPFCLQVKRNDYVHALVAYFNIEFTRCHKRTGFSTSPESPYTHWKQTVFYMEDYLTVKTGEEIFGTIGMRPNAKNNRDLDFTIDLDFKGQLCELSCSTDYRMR
TCR-CD3 inh: blocks the human TCR-CD3 interaction; TAMRA-labeled TCR probe fluorescence, biochemical; inhibition, % at 9.4 µM; hit rate 0.37% among 360,000; AID 651800; in the data active = inhibition above about 19%;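 note: recombinant mutant TCR 2C K166C tagged with TAMRA read by polarization; 0% = receptor in buffer alone and 100% = receptor with positive control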
HTRA1 inhibitor: HTRA1 (human) protease inhibition; Q92743; recombinant HTRA1, FP-rhodamine activity-based probe, fluorescence polarization; inhibition, % at 5.96 µM; hit rate 0.5% among 340,000; in the data active = inhibition above about 36%;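 note: 0% = enzyme with DMSO and 100% = wells lacking enzyme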
rCAG RNA binder: binds r(CAG) RNA repeats; r(CAG) RNA repeat, TO-PRO-1 dye displacement fluorescence; inhibition, % at 3 µM; hit rate 1.3% among 370,000; AID 651821;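 active = inhibition above the plate cutoff, the mean of all test compounds on that plate plus 3 SD, cut at about 35% in these data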;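 note: 0% = DMSO alone and 100% = 100 µM mitoxantrone as full dye displacement; higher means more dye released from RNA so lower well fluorescence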
UHRF1 binding: UHRF1 methyl-DNA binding inhibition | Q96T88 | UHRF1 binding to methylated oligo, TR-FRET | inhibition, % at 4.4 µM | hit rate 0.75% among 370,000; in the data active = inhibition above about 21%;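 note: UHRF1 SRA domain binding a hemimethylated CpG hairpin DNA probe; 0% = median of test compound wells and 100% = reference inhibitor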
Starred values were filed as active, the others as inactive; . = no result given. These rows are one share of the data (hit frequency here may not be typical).

SMILES	NPR1 activator	mABHD4 FP	SIAE primary	NPR2 activator	MBD2 inh	PRMT1 FP inh	TCR-CD3 inh	HTRA1 inhibitor	rCAG RNA binder	UHRF1 binding
COc1ccc(CCn2ccc(O)c(Cc3c(F)cccc3Cl)c2=O)cc1OC	-2	2	1	-1	-1	-6	-1	4	-4	-1
OC(COCc1ccccc1)COCc1ccccc1	2	1	-2	1	4	2	-5	1	0	0
COC(=O)c1nn(-c2ccccc2)c(Sc2ccc(Br)cc2)c1/C=N/O	20	-21	-8	-1	-2	4	1	-24	6	4
COC(=O)C1CN(C2CCCC2)CCS(=O)(=O)N1Cc1cn(Cc2ccc(F)cc2)nn1 (stereo unspecified)	-2	-1	-1	2	3	-4	.	.	1	11
COCC(=O)N(Cc1ccccc1)c1ccccc1C(=O)Nc1cc(OC)ccc1OC	-14	-5	-1	-9	1	8	.	.	0	3
O=C(N/N=C/c1cccc(Oc2ccccc2)c1)c1ccccc1F	0	-10	-5	-2	-1	0	-1	-11	-2	0
COc1cccc(NS(=O)(=O)c2ccc3c(c2)n(C)c(=O)c(=O)n3C)c1	1	0	4	3	-4	4	1	2	4	1
O=C(O)c1ccc(CN2C[C@@H](CO)O[C@@H](n3cnc4c(Nc5ccccc5)ncnc43)C2)cc1	5	-13	0	0	0	-1	-2	.	3	-1
CCOC(=O)Cc1ccc(NC(=O)c2ccc(C(C)(C)C)cc2)cc1	-4	0	6	0	4	3	-4	-12	-6	-3
COCCCNC(=O)CN(c1ccc(F)cc1)S(=O)(=O)c1ccc2c(c1)OCCO2	-6	0	-3	1	-7	-4	4	-1	3	0
COc1ccc(OCc2n[nH]c(=S)n2-c2ccc(C)cc2)cc1	2	8	3	-4	1	8	-1	-1	8	3
Cn1nc(C(C)(C)C)cc1C(=O)NCC1CCN(C(=O)C(=O)c2cc3ccccc3o2)CC1	3	-7	9	0	-1	-2	1	.	2	-4
O=C(NCc1ccc2c(c1)OCO2)c1cc2c(s1)CSC2	0	0	1	2	-4	14	-5	0	20	2
COc1ccccc1C(=O)NC(CCSC)C(=O)NNC(=O)c1csc(N2CCOCC2)n1 (stereo unspecified)	-2	-10	5	0	-3	-5	-10	2	-1	0
CCOC(=O)Cn1nc(-c2ccccc2)c2cnc3ccc(CC)cc3c21	16	-6	8	17	-5	-4	-2	-6	3	-1
O=[N+]([O-])c1cc(C(F)(F)F)ccc1N1CCC(O)CC1	4	-1	3	5	-5	2	-3	6	2	10
Cn1c(=O)c2c(nc(OC/C=C/c3ccccc3)n2C)n(C)c1=O	2	-4	4	2	4	-2	9	-3	-3	6
O=C(CCc1ccccc1)N[C@H]1C(=O)CCC[C@]12C(=O)N(Cc1ccccc1)c1ccccc12	-9	2	-1	-6	-2	3	.	.	0	-1
COCCn1c(=O)c2ccccc2c2ccccc2c1=O	2	4	-1	0	3	2	-3	-1	0	11
C[C@]12Cc3ccccc3C1CC1=N[C@@H](c3ccccn3)O[C@@]13C[C@@H]2C(=O)N3C1CCN(Cc2ccccc2)CC1 (stereo partly specified)	0	5	6	-3	0	-2	2	.	2	1
CC1CCN(C(=O)c2nc[nH]c2C(=O)N2CCC(C)CC2)CC1	1	-7	-8	-2	1	-3	2	-3	-2	3
O=C(CN1C(=O)c2ccccc2C1=O)N1CCN=C1c1ccccc1	0	6	-3	-1	3	2	-3	6	-3	-1
Cc1cc(=O)n2nc(N3CCCC3C(=O)Nc3ccc(C(C)C)cc3)sc2n1 (stereo unspecified)	-3	0	-1	-8	-2	-3	0	1	5	0
COc1cc2c(cc1OC)CN(CCC(C)c1ccc(Cl)cc1)CC2 (stereo unspecified)	-18	1	0	-22	-3	0	2	14	-9	10
Cc1ccc(C)c(NS(=O)(=O)c2csc(C(N)=O)c2)c1	2	4	0	1	8	0	2	2	0	4
CN(C)c1ccc(-c2ccnc3c2CC(C)(C(=O)Nc2ccc4c(c2)OCO4)O3)cc1 (stereo unspecified)	0	4	5	-3	-5	-2	2	.	3	-1
Cc1ccc(OCCC(=O)Nc2ccc(S(=O)(=O)Nc3nccs3)cc2)cc1	2	-2	4	3	-6	1	1	-10	37*	1
Cc1cccc(NS(=O)(=O)c2c(C)noc2C)c1	3	1	1	10	-5	0	5	-1	0	-4
O=C(N[C@@H](Cc1cccnc1)C(=O)N1CCC[C@H]1C(=O)NCc1ccccc1)c1ccc(Cl)c(Cl)c1	-8	-1	-2	-9	1	-4	5	.	1	1
Cc1ccc(NS(=O)(=O)c2cccc(C(=O)NC3CCN(Cc4ccccc4)CC3)c2)c(C)c1	-2	13	-1	4	-3	-1	8	-7	6	0
CCCCCCCCOC(=O)C(NC(=O)CCC(=O)Nc1ccc(S(N)(=O)=O)cc1)C(O)c1ccccc1 (stereo unspecified)	1	-2	1	11	-3	5	0	2	19	4
CCN(C(=O)COc1ccc(C(C)=O)cc1)c1cccc2ccccc12	-10	5	2	-9	-4	-1	-3	-3	2	-1
COc1ccc(CCNC(=O)c2ccc(N(C)S(=O)(=O)c3ccccc3)cc2)cc1	-2	-2	-3	-4	-4	2	-2	-16	-4	-1
Cc1cc(C)c(S(=O)(=O)N2CCCC2)c(C)c1	-5	2	8	0	-6	9	-1	1	-2	-1
C/C(=N\NC(=O)NC1CCCCC1)C1CCCCC1	0	5	-16	5	1	-3	7	3	1	-4
CCCC(=O)N1CCCC1(C)C(=O)Nc1ccc(OC(F)F)cc1 (stereo unspecified)	-1	-9	-5	-2	-3	-6	1	.	0	-2
Cc1nn(-c2ccccc2)nc1C(=O)Nc1nnc(C(F)(F)F)s1	2	-6	1	2	2	-1	-5	-2	5	-3
COc1nsnc1NS(=O)(=O)c1ccc(NC(=S)NC(=O)c2ccncc2)cc1	-6	5	9	5	0	0	-1	3	0	-4
CCC(=O)Nc1ccc(C(=O)NCCCn2ccnc2)cc1	4	-1	1	2	-1	-1	3	-1	0	-1
CC(=O)c1cc(C#N)c(Oc2ccc(Cl)cc2Cl)nc1C	16	0	1	-13	7	1	0	21	-5	0
CN(CCOc1ccc(Br)cc1)C(=O)CNC(=O)c1ccc2ccccc2c1	-1	-13	6	-1	-5	-7	-6	-40	2	-1
COc1ccc(Cl)cc1C(=O)NCCCN1CCOCC1	-1	1	-8	7	2	4	4	-6	1	1
O=C(N/C(=C\c1ccco1)C(=O)N1CCC(O)CC1)c1ccccc1	-1	0	6	1	-5	2	10	-4	3	-6
O=C(CSc1ccc(Cl)cc1)Nc1ncccn1	2	-5	3	-1	5	1	1	0	-1	-2
Cn1c(=O)oc2cc(S(=O)(=O)N3CCN(c4ccccn4)CC3)ccc21	3	-3	-3	-6	-3	-1	-6	-1	3	2
Cc1ccc(C(=O)N2CC3(C)CN(C(=O)c4ccc(C)cc4)CC(C)(C2)C3=O)cc1	0	-2	0	-4	-5	-5	-1	-4	-4	-2
COc1ccc(/C(O)=C2/C(=O)C(=O)N(Cc3cccnc3)C2c2ccccn2)cc1 (stereo unspecified)	3	1	0	7	3	2	1	-8	0	3
COC(=O)C1CSC(C(=O)OC)N1C(=O)CN1CCN(c2ccccc2)CC1 (stereo unspecified)	6	0	-2	7	-1	0	0	6	-4	4
Cc1cc2c(NCCc3ccccc3)ncnc2s1	-6	5	-6	-7	3	2	-2	-14	-2	0
CC1CCN(c2ccccc2N)CC1	3	4	5	0	2	-2	8	3	2	-2
C[C@@H]1CCCCO[C@H](CN(C)C(=O)NC2CCCCC2)[C@@H](C)CN([C@H](C)CO)C(=O)c2cc(NC(=O)c3ccccc3)ccc2O1	1	1	11	1	1	0	4	-21	6	1
Cc1ccc(S(=O)(=O)N2CC(C(=O)O)Oc3ccccc32)cc1 (stereo unspecified)	3	3	6	-1	0	-3	-4	-4	3	6
CSCCC(NC(=O)C1CCC(C)CC1)C(=O)O (stereo unspecified)	1	2	3	3	0	0	4	0	-1	-1
CS(=O)(=O)CCSc1ncccc1C(=O)NCc1cccs1	3	-4	-4	13	-3	-1	-1	.	-1	0
Cc1ccc(CNC(=O)CCc2c(C)nc3c(c(C)nn3-c3ccc(C)cc3)c2C)cc1	-2	5	-1	-3	-2	-3	2	3	0	0
O=C(NC(=S)N(CCO)Cc1ccccc1)c1ccc(S(=O)(=O)N2CCCC2)cc1	3	3	-7	5	2	2	-6	2	14	2
O=C(Cc1ccccc1)CC(CC(=O)c1ccccc1)c1ccccc1 (stereo unspecified)	-2	-10	-7	-2	4	-1	1	-19	2	-1
O=C(Nc1ccccc1C(=O)N1CCOCC1)c1ccncc1	5	2	3	-5	-2	2	3	5	1	-2
COc1cc(/C=C/C(=O)OCC(=O)NC(C)c2ccccc2)cc(OC)c1OC (stereo unspecified)	-2	0	-7	-6	4	0	6	2	-2	-3
COc1ccc(C(=O)NC(=S)N2CCN(c3ccc([N+](=O)[O-])cc3)CC2)cc1	0	0	4	-9	-8	-4	4	-7	12	-6

Shown as labelled records: entries from further up
Compound: CC1CCN(c2ccccc2N)CC1
  NPR1 activator: 3
  mABHD4 FP: 4
  SIAE primary: 5
  NPR2 activator: 0
  MBD2 inh: 2
  PRMT1 FP inh: -2
  TCR-CD3 inh: 8
  HTRA1 inhibitor: 3
  rCAG RNA binder: 2
  UHRF1 binding: -2

Compound: C[C@@H]1CCCCO[C@H](CN(C)C(=O)NC2CCCCC2)[C@@H](C)CN([C@H](C)CO)C(=O)c2cc(NC(=O)c3ccccc3)ccc2O1
  NPR1 activator: 1
  mABHD4 FP: 1
  SIAE primary: 11
  NPR2 activator: 1
  MBD2 inh: 1
  PRMT1 FP inh: 0
  TCR-CD3 inh: 4
  HTRA1 inhibitor: -21
  rCAG RNA binder: 6
  UHRF1 binding: 1

Compound: Cc1ccc(S(=O)(=O)N2CC(C(=O)O)Oc3ccccc32)cc1 (stereo unspecified)
  NPR1 activator: 3
  mABHD4 FP: 3
  SIAE primary: 6
  NPR2 activator: -1
  MBD2 inh: 0
  PRMT1 FP inh: -3
  TCR-CD3 inh: -4
  HTRA1 inhibitor: -4
  rCAG RNA binder: 3
  UHRF1 binding: 6

(more compounds)
SMILES	NPR1 activator	mABHD4 FP	SIAE primary	NPR2 activator	MBD2 inh	PRMT1 FP inh	TCR-CD3 inh	HTRA1 inhibitor	rCAG RNA binder	UHRF1 binding
Cc1cc(=O)oc(C)c1C(=O)NC12CC3CC(CC(C3)C1)C2	7	5	-1	-5	2	-5	0	0	3	-2
O=C(Cn1cnc2c(nnn2-c2ccccc2)c1=O)N1CCOCC1	2	-1	-8	0	1	-2	-2	1	2	-1
COc1ccc(S(=O)(=O)Cc2ccc(C(=O)NCc3ccccc3)o2)cc1	1	0	-7	10	-3	-4	6	-4	-4	-1
CCO/C=N/c1c(C#N)c(CC#N)nn1-c1ccccc1	3	3	2	-2	-1	2	3	2	4	0
Cc1nn(-c2ccccc2)c2nc(C(Cl)(Cl)Cl)[nH]c(=O)c12	3	-41	-4	7	1	-1	3	-7	15	0
O=c1c2ccccc2nc(CSc2nnnn2-c2ccccc2)n1-c1cccc(C(F)(F)F)c1	-1	-1	-6	-1	6	3	-4	0	-1	3
Brc1cccc(CNCC2CCCO2)c1 (stereo unspecified)	-8	-2	-4	-10	7	6	4	7	-1	3
Cc1ccc(N(C(=O)CNC(=O)c2ccco2)C(C(=O)NC2CCCCC2)c2cccnc2)cc1F (stereo unspecified)	3	0	-6	3	-3	-2	-1	4	-1	0
CC12CCC(C(=O)Nc3ccccc3N3CCOCC3)(CC1=O)C2(C)C (stereo unspecified)	2	0	-3	1	1	-2	-2	-5	-1	5
CCN(C(=O)CN1C(=O)S/C(=C\c2ccccc2Cl)C1=O)C1CCS(=O)(=O)C1 (stereo unspecified)	4	-3	4	2	-1	-2	1	-6	3	0
